# Screening results deposited in PubChem by Sanford-Burnham Center for Chemical Genomics.
# SKN-1 block: inhibitors of C. elegans SKN-1; C. elegans VP596 Pgst-4::GFP/RFP ratio, acrylamide-induced, 24 h; inhibition, % at 21.8 µM; 360,000 compounds, 0.49% hits; AID 624304;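 active means interference check ratio from 0.5 to 1.5 plus GFP to RFP signal ratio inhibition reaching or exceeding a fixed threshold, cut at about 30% in these data, passing the limit was not always enough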; further: some compounds called inactive have numbers as strong as hits
# MT1-MMP act inh: inhibitors of human MT1-MMP activation; 360,000 compounds, 0.061% hits; GFP/RFP ratio change, % at 20 µM; HT1080 RFP-PRO-GFP cells, GFP/RFP ratio fluorescence, overnight; percent of plate control window, DMSO zero; P50281; AID 651647;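 active means GFP/RFP ratio change of at least 30% with cell ATP level not reduced by more than half and red fluorescence within 50% of control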; further: strong numbers were not always called active
#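 Compound: 20 µM single dose, 1% DMSO / System: HT1080 RFP-PRO-GFP cells / Controls: DMSO and RFP-L50D-GFP cell wells / Read-out basis: GFP/RFP fluorescence ratio / Schedule: overnight compound exposure at 37 °C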
# Scp-1 inhibitor: Scp-1 (human) phosphatase inhibition; Q9GZU7; Recombinant Scp1, phosphopeptide, malachite green phosphate absorbance; inhibition, % at 20 µM; 340,000 compounds, 0.88% hits;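 active means inhibition above about 50% at 20 µM, limit read from the data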;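 further: plate controls were DMSO wells with enzyme for no effect and wells lacking enzyme for full effect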
# Target sequence (Q9GZU7 76-261 limits assumed): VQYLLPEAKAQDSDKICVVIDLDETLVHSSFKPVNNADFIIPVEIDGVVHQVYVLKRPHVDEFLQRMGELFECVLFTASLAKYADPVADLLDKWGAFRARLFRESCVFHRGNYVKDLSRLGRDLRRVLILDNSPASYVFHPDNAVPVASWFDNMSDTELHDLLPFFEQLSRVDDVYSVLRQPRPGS
#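 Test system: SCP-1 phosphatase catalytic domain, residues 76-261 | Compound dosing: One concentration, 20 µM, with 1.0% DMSO | Schedule: 45 min room-temperature reaction, 5 min colour, 30 min stabiliser | Detection: Absorbance at 630 nm | Read-out basis: % inhibition of SCP-1 phosphate liberation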
# DNMT1 block: inhibitors of human DNMT1; AID 588458; 360,000 compounds, 0.83% hits; inhibition (reported as % activation of signal), % at 10 µM; DNMT1 molecular beacon, Hinp1I cleavage, fluorescence; in the data active means inhibition above about 50%
# CendR NRP1 mod: NRP-1/CendR interaction modulation | O14786 | FAM-RPARPAR peptide binding to NRP-1, fluorescence polarization | inhibition, % at 25 µM | 360,000 compounds, 0.85% hits | AID 602438;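 active means inhibition or corrected inhibition above about 18%, plus a signal ratio from 0.5 to 1.5, limit read from the data, passing the limit was not always enough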; further: strong numbers were not always called active
# STEP block: inhibitors of human striatal-enriched phosphatase STEP | 360,000 compounds, 0.25% hits | inhibition, % at 20 µM | recombinant STEP, OMFP fluorogenic substrate, fluorescence;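 active means inhibition at 20 µM, scaled per plate between control wells, above about 37%, limit read from the data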;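 further: 0% = DMSO with enzyme and substrate and 100% = substrate only without enzyme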
# Target sequence (P54829 whole entry, looked up): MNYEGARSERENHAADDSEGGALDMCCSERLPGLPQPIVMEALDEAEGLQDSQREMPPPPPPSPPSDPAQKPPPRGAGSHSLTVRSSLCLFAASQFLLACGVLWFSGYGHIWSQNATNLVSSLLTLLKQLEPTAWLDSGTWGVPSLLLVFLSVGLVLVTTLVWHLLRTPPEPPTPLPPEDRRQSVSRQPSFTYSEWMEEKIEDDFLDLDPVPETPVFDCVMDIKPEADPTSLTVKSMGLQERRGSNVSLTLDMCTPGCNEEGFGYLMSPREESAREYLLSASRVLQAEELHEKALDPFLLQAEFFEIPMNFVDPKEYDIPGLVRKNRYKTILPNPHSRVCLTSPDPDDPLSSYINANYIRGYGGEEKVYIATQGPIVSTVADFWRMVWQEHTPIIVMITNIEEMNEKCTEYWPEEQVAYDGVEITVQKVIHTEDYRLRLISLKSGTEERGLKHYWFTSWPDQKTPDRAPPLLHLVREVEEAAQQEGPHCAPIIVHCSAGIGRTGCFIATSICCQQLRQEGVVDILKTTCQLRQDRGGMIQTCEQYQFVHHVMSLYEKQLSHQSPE
#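 Assay system: isolated STEP enzyme / Timing: 20 min at room temperature, dark / Doses: 20 µM, 1% DMSO / Technique: fluorescence intensity, excitation 480 nm, emission 540 nm / Reagent: fluorogenic phosphatase substrate OMFP at 25 µM final / Measure: percent inhibition scaled to no-enzyme and uninhibited-enzyme controls, plate-pattern corrected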
# LMPTP inh: blocks human LMPTP phosphatase | recombinant LMPTP-A, OMFP fluorogenic substrate, fluorescence intensity | inhibition, % at 20 µM | 360,000 compounds, 0.22% hits | AID 651560;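 active means compounds that cut the enzyme signal by at least half of the control window in the single-dose screen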;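 further: plate controls were DMSO wells with enzyme plus substrate for no effect and substrate without enzyme for full effect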
# Target sequence (P24666 whole entry, looked up): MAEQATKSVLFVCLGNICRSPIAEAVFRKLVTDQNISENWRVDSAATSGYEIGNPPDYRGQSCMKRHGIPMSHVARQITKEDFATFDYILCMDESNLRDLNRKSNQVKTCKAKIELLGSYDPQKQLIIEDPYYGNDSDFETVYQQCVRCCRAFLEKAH
#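 Test system – LMPTP-A enzyme · Amount – LMPTP-A at 0.625 nM final in the reaction · Buffer or medium – Bis-Tris pH 6.0, DTT, detergent · Reagent – OMFP 400 µM · Doses – single 20 µM dose · Schedule – reaction 50 min, room temperature, dark · Detection – fluorescence intensity of OMFP turnover product · Evaluation – percent inhibition versus substrate-only and uninhibited controls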
# NadD block: blocks S. aureus nicotinate mononucleotide adenylyltransferase; purified NadD enzyme, colorimetric absorbance read-out; inhibition, % at 20 µM; 360,000 compounds, 0.78% hits; in the data active means inhibition above about 26%; further: some compounds past the cut are filed as inactive
# SUMO1-SIM PPI: alters human SUMO1 binding to SIM partners | SUMO1 binding to a labelled peptide, TR-FRET, 1 h | inhibition, % at 20 µM | 360,000 compounds, 0.33% hits; in the data active means inhibition above about 37%
# Target sequence (P63165 whole entry, looked up): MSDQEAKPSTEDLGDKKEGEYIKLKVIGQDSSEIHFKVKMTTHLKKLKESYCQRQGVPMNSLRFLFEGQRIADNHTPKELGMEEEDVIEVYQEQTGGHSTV
# Rpn11 inh: blocks the human proteasome subunit Rpn11. O00487. 360,000 compounds, 0.59% hits. calls only at 20 µM. human 26S proteasome, Ub4-pepOG fluorescence polarization; 20S core pre-blocked with epoxomicin;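 active means inhibition at 20 µM, scaled to each plate's controls, above about 33%, limit read from the data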
# Numbers without * were called inactive; i = inactive; · = not tested or not shown.
SMILES,SKN-1 block,MT1-MMP act inh,Scp-1 inhibitor,DNMT1 block,CendR NRP1 mod,STEP block,LMPTP inh,NadD block,SUMO1-SIM PPI,Rpn11 inh
CC(C)CCOP(=O)(c1ccccc1)c1ccccc1,-5.4,-3.6,-1.7,-1.6,0.0,-1.4,-2.1,2.9,-2.4,i
Cc1cc(N/N=C(/CCC(=O)O)C(=O)O)nc2ccccc12,-1.3,7.1,-1.7,-0.2,-0.2,1.7,1.3,1.7,7.4,i
Cc1ccc(S(=O)(=O)N2CCOCC2)cc1C(=O)OCC(=O)NC1CCCCC1,-16.9,8.2,1.3,2.2,4.5,4.6,-0.9,-4.1,1.7,i
Cn1nc(C(=O)Nc2ccc3c(c2)OCO3)c2ccccc2c1=O,-6.5,1.1,-2.0,-0.6,7.9,2.3,-0.1,-3.8,-10.8,i
COCCn1c(C)cc(C(=O)COc2nc3ccccc3nc2C)c1C,0.0,-7.5,-3.3,0.6,1.2,-2.4,-0.8,-1.9,-12.0,i
Brc1ccc(-c2ncc3ccccn23)cc1,-5.0,-3.4,-2.7,-1.8,-8.2,-1.7,-1.0,-3.9,-4.7,i
CCN(CCCNC(=O)c1ccc2c(c1)NC(=O)CN2C)c1cccc(C)c1,13.7,-0.2,-5.1,-6.4,1.6,-2.8,0.9,2.1,11.9,i
O=C(NCC1CCCO1)Nc1cc(Cl)cc(Cl)c1 (stereo not drawn),-10.4,1.4,-3.9,1.8,1.4,0.9,-1.3,0.0,-4.8,i
CCC(C)(C)c1ccc(OCCCC[n+]2cccc(C)c2C)c(C(C)(C)CC)c1,-27.5,1.4,16.8,4.8,8.1,8.9,0.2,7.3,-95.2,i
COc1ccc(/C=N/Nc2ncnc3sc4c(c23)CCCC4)cc1OC,7.0,-13.7,-1.0,-7.1,-3.7,-0.6,2.8,-6.3,-8.8,i
COc1cc(OC)cc(C(=O)NC(C)c2ccc(Br)cc2)c1 (stereo not drawn),-8.3,-7.8,-0.8,8.2,-0.6,-1.5,-2.0,-2.7,-1.0,i
Cc1ccc(S(=O)(=O)N(CC(=O)N2CCOCC2)CC(=O)N2CCOCC2)cc1,-1.9,5.9,-7.8,3.2,11.2,-1.5,0.4,-4.6,2.5,i
CC1CN(S(=O)(=O)c2ccc(NC(=O)c3ccco3)cc2)CC(C)O1 (stereo not drawn),-4.4,5.3,0.5,2.5,1.1,-1.9,-0.8,-4.7,2.7,i
COc1ccc([C@H]2CC(=O)C=C(c3ccc(Br)c4ccccc34)C2)cc1,15.5,0.7,-14.2,-3.7,7.1,5.1,5.2,1.5,1.1,i
CON1C(=O)C(=O)N(OC)C(C)(C)C1(C)C,6.8,-1.7,-4.6,2.2,10.9,-3.0,-2.4,-0.7,-1.3,i
CN(Cc1ccncn1)C(=O)C1CCC(=O)N(Cc2cccc(C(F)(F)F)c2)C1 (stereo not drawn),-3.5,-2.5,-1.6,1.7,17.8,-1.2,-0.2,10.8,-2.4,i
CC(=O)NC(CC(=O)N(C)C1CCCCC1)c1ccccc1 (stereo not drawn),0.5,2.5,-0.8,1.9,5.5,-0.9,-0.8,-0.4,-2.9,i
O=c1c2ccccc2nc(SCc2nnc(-c3ccccc3)o2)n1-c1ccccc1,-3.9,-1.5,-9.0,-14.3,6.7,3.1,4.9,4.1,-2.5,i
CNC(=O)CSc1nnnn1-c1ccc(C)cc1C,-11.7,-0.7,5.6,-1.5,-10.7,-3.9,-1.8,0.8,-0.7,i
O=C(COC(=O)CSc1ccc([N+](=O)[O-])cc1)NC1CCCCCCC1,4.2,0.1,-2.0,7.5,10.7,6.8,0.8,-0.5,-21.6,i
CC1(C)CC(=O)C/C(=N\NC(=O)c2cccs2)C1,-1.1,-3.1,-4.8,-4.0,-13.4,-0.8,-0.2,7.0,-5.2,i
COC(=O)NC1CCC(CC2CCC(NC(=O)OC)CC2)CC1 (stereo not drawn),19.1,-3.4,-4.9,1.7,0.8,7.8,0.1,0.5,-0.1,i
COC(=O)c1ccccc1NC(=O)N1c2ccccc2Sc2ccccc21,4.3,-3.1,-15.6,-0.4,-4.0,1.7,3.5,0.1,-1.2,i
CC(OC(=O)c1ccc(Cl)nc1)C(=O)NCc1ccc2c(c1)OCO2 (stereo not drawn),-14.8,0.2,5.1,14.4,19.8,-3.2,-0.9,-3.6,-1.4,i
O=C1CS/C(=N\NC(=O)c2ccccc2)N1,-7.5,-0.8,3.8,-1.4,8.4,-1.0,-0.4,-4.4,3.1,i
CCn1c(COc2ccccc2)nnc1SCC(=O)Nc1ccc(N2CCOCC2)cc1,2.9,0.9,0.7,0.7,0.2,4.3,-1.2,-5.5,1.9,i
COC(=O)C1=C(C)N(C)C(=O)NC1c1ccc(O)c(OC)c1 (stereo not drawn),-13.2,0.7,-6.6,3.5,-8.4,2.1,-1.4,-2.0,34.0,i
CC(=O)OCCN1CCN(C(=O)CN2C(=O)NC(c3ccccc3)(c3ccccc3)C2=O)CC1,-7.2,0.3,-2.2,-1.7,13.9,2.9,0.3,3.2,2.6,i
CCOC(=O)c1cnc2sccn2c1=O,6.1,-0.9,-4.0,1.7,0.4,-4.7,-0.7,-3.2,-4.6,i
c1ccc2c(Cn3ccnc3)cccc2c1,5.8,-0.4,-1.8,1.4,10.5,1.9,1.0,-2.2,-1.2,i
C=CCNc1cc(F)ccc1S(=O)(=O)NCC=C,-1.1,1.1,3.9,-0.8,-5.9,-2.4,-0.4,1.9,-1.8,i
CCOC(=O)Nc1ccc2c(CNC(C)c3ccccc3OC)cc(=O)oc2c1 (stereo not drawn),10.5,2.6,1.4,0.4,-9.2,1.9,1.6,4.8,-3.0,i
CCCCC(=O)Nc1ccccc1C(=O)N1CCOCC1,-4.6,4.0,-2.4,-3.2,-3.0,-1.1,-1.3,1.8,-3.6,i
O=C(NCC(=O)N1CCN(c2ncc(C(F)(F)F)cc2Cl)CC1)c1ccc(Br)o1,-2.4,2.8,-4.8,5.6,15.8,-1.6,0.2,-8.6,2.2,i
C=CCN1C=C2C(=O)C(C)(OC(=O)CCC(=O)OC)C(=O)C(Br)=C2C=C1c1ccc(OC)cc1 (stereo not drawn),9.5,5.2,-2.3,-5.8,11.0,0.0,13.2,6.8,-9.4,i
CC(C)(C)c1nc(SCC(=O)N2CC(=O)Nc3ccccc32)c2ccccc2n1,0.7,-7.9,-10.4,2.4,17.4,-4.0,2.0,-3.4,6.1,i
COc1ccc(Cc2nnc(NC(=O)C3CC(=O)N(CCc4ccc(F)cc4)C3)s2)cc1OC (stereo not drawn),-14.4,4.0,-1.8,-1.8,10.2,-5.2,-0.1,-2.6,7.1,i
COc1c(C)cc(Br)cc1C(=O)Nc1ccc(S(N)(=O)=O)cc1,-1.6,-0.2,-5.2,-0.9,0.2,5.2,0.5,-2.5,1.0,i
COc1cccc(NC(=S)N2CCC(N(C)CC3CCCO3)CC2)c1 (stereo not drawn),6.4,0.8,-2.0,0.2,-33.4,21.0,-5.0,-0.4,-0.1,i
CCc1cc(=O)oc2c(CNCc3ccc(OC)cc3OC)c(O)c(Cl)cc12,-5.8,3.1,-9.1,0.0,0.2,1.0,-1.2,-4.6,-3.8,i
Cc1ccc[n+](/C(=C\C(=C=[N-])C#N)C(=O)c2ccc(Cl)cc2)c1,0.6,2.6,-1.4,-0.9,12.9,-4.0,-1.4,5.1,-8.6,i
COc1cccc(C(=O)C(=O)N2CCN(C(=O)OCc3ccccc3)CC2)c1,-6.6,1.4,·,·,-9.3,·,1.0,·,-2.6,·
COc1ccccc1C(=O)NCC(=O)N1CCN(S(=O)(=O)c2ccccc2C(F)(F)F)CC1,7.0,-2.5,-2.8,-1.3,0.9,0.7,-0.3,2.2,1.2,i
COCc1cc(C(C)=O)ccc1OCC(=O)Nc1ccc(NC(C)=O)cc1,8.6,0.6,-5.2,-11.5,11.6,11.2,-0.9,-1.1,-0.7,i
Cc1cccc(OCC(=O)N/N=C\c2cccn2C)c1C,0.9,1.5,-3.1,-4.3,9.1,-3.3,0.4,1.0,-2.9,i
Fc1ccccc1-c1nc(NCc2ccccc2)c2ccccc2n1,33.9,1.5,2.3,-1.0,-4.5,-1.6,44.9,-0.4,4.3,i
Cc1ccc2c(Cl)c(C(=O)N/N=C/c3cccn3C)sc2c1,-2.6,-0.8,-0.2,-0.9,-14.5,0.0,-1.7,3.3,-5.1,i
N#Cc1ccccc1CSc1ccccn1,2.0,0.1,-2.6,5.5,-3.9,0.8,-1.1,1.7,-2.3,i
Fc1ccc(N/N=C/c2ccncc2)c(F)c1,11.3,-3.7,1.3,-4.5,22.9,-0.8,1.1,-2.2,-5.2,i
O=C(C1CCC(CNS(=O)(=O)c2cccs2)CC1)N1CCN(c2ccc(F)cc2)CC1 (stereo not drawn),-6.7,-4.5,-3.6,-2.6,1.9,-0.5,-0.3,-3.5,8.6,i
COC(=O)[C@H](Cc1ccccc1)NC(=O)CC[C@H]1O[C@@H](n2ccc(=O)[nH]c2=O)[C@H](O)[C@@H]1O,4.8,3.3,·,2.3,1.5,1.2,-1.7,-2.0,7.6,i
COc1ccc(/C=C/C(=O)NC(=S)NNC(=O)c2cnccn2)cc1,-4.2,13.3,-11.2,0.8,1.5,2.3,-1.1,-2.7,-14.4,i
Cc1ccc(S(=O)(=O)NCCNC(=O)c2cc(OCC(F)(F)F)ccc2OCC(F)(F)F)cc1,11.5,4.5,-8.1,3.2,-3.1,0.8,16.1,-0.2,3.8,i
CC[C@@H]1C/C=C\Cc2ccccc2[C@@H](C(=O)C[C@H](O)CC(C)=O)OC1=O,6.4,-3.2,-0.1,4.2,9.8,-1.9,-2.4,-0.1,2.4,i

# Given as labelled records: part of the list above
Compound: O=C(C1CCC(CNS(=O)(=O)c2cccs2)CC1)N1CCN(c2ccc(F)cc2)CC1 (stereo not drawn)
  SKN-1 block: -6.7; MT1-MMP act inh: -4.5; Scp-1 inhibitor: -3.6; DNMT1 block: -2.6; CendR NRP1 mod: 1.9; STEP block: -0.5; LMPTP inh: -0.3; NadD block: -3.5; SUMO1-SIM PPI: 8.6; Rpn11 inh: i
Compound: COC(=O)[C@H](Cc1ccccc1)NC(=O)CC[C@H]1O[C@@H](n2ccc(=O)[nH]c2=O)[C@H](O)[C@@H]1O
  SKN-1 block: 4.8; MT1-MMP act inh: 3.3; Scp-1 inhibitor: ·; DNMT1 block: 2.3; CendR NRP1 mod: 1.5; STEP block: 1.2; LMPTP inh: -1.7; NadD block: -2.0; SUMO1-SIM PPI: 7.6; Rpn11 inh: i
